H9c2 TAG inh – triacylglycerol accumulation inhibition. H9c2 cells, Nile Red lipid (TAG) fluorescence; cells loaded with 200 µM oleic acid. inhibition, % at 12.5 µM. 0.66% of 230,000 active. AID 651582;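 active = pattern-corrected inhibition of lipid staining of at least 50% with the nuclear-stain viability signal not falling by more than 50%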;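 also: 0% = DMSO wells and 100% = triacsin C control wells; some results filed as inactive read as strong as hits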
H9c2 TAG inh DAPI viability – also measured in H9c2 TAG inh; calls as there; DAPI nuclei signal change (viability), lower = more cytotoxic, %;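 whole-well DAPI fluorescence read on a plate reader as a viability signal; minus 50 percent equals half of cells still viable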
Numbers without * were called inactive.

SMILES	H9c2 TAG inh	H9c2 TAG inh DAPI viability
CCCn1c(C(=O)c2ccc(OC)cc2)nc2ccccc21	-31.7	-0.6
CC(=O)Nc1nnc(CCN(CCc2nnc(NC(C)=O)s2)[N+](=O)[O-])s1	-3.5	2.1
O=c1[nH]c2ccccc2n1CCCN1CCC(n2c(=O)[nH]c3cc(Cl)ccc32)CC1	9.2	-3.4
O=C1/C(=C\c2ccc(Cl)c(Cl)c2)N2CCC1CC2	10.9	-13.4
O=C(NCC(c1cccnc1)N1CCOCC1)Oc1ccccc1 (centres undefined)	5.7	6.5
Cc1cc(C)cc(N2C(=O)NC(=O)/C(=C/c3cccn3-c3ccc(Cl)cc3)C2=O)c1	10.2	-6.6
N#Cc1ccccc1NC(=O)CN1CC=C(c2ccccc2)CC1	9.7	-9.3
CC1(C)C(=O)CCC2C1=CCC1C2CCC2(C)C(O)CCC12 (centres undefined)	-5.6	3.7
COc1ccc2[nH]c(C)c(CCNCc3cc(OC)c(OC)c(OC)c3)c2c1	4.1	-2.5
Cc1ccc(-n2c(O)c(C=NCCCn3ccnc3)c(=O)[nH]c2=O)cc1	-8.4	9.5
O=C(CN1CCCC1=O)NCCc1ccccc1	0.4	-1.6
Cc1cc(/C=C2\C(=O)NC(=O)N(c3ccc(Cl)cc3)C2=O)c(C)n1C	-11.6	0.4
COC(=O)C1=C(c2c(C)noc2C)C[C@@H]2CC[C@H]1N2C(=O)NC(C)C	-8.6	4.7
CCCCCn1c(=O)c(C(=O)Nc2nc3ccccc3[nH]2)c(O)c2ccccc21	11.3	7.7
COC(=O)C1=C(c2cccc(OC)c2OC)C[C@@H]2CC[C@H]1N2C(=O)NCc1ccccc1	6.9	-0.8

Nothing new here: 4 of the compounds above.
SMILES	H9c2 TAG inh	H9c2 TAG inh DAPI viability
O=C(NCC(c1cccnc1)N1CCOCC1)Oc1ccccc1 (centres undefined)	5.7	6.5
Cc1cc(C)cc(N2C(=O)NC(=O)/C(=C/c3cccn3-c3ccc(Cl)cc3)C2=O)c1	10.2	-6.6
N#Cc1ccccc1NC(=O)CN1CC=C(c2ccccc2)CC1	9.7	-9.3
CC1(C)C(=O)CCC2C1=CCC1C2CCC2(C)C(O)CCC12 (centres undefined)	-5.6	3.7

Additional compounds follow:
SMILES	H9c2 TAG inh	H9c2 TAG inh DAPI viability
Cc1ccc(C(=O)N/C(=C\Cl)P(=O)(c2ccccc2)c2ccccc2)cc1	-3.7	-9.5
Cc1ccsc1CNCCc1ccccc1F	-18.6	10.1
Cc1cc(C(=O)O)c(C)n1C1CC1	-4.1	7.1
COc1ccc(N=Cc2c(O)n(Cc3ccccc3)c(=S)[nH]c2=O)c(OC)c1	10.1	-2.5
Cc1cccc(OP(N)(=O)Oc2cccc(C)c2)c1	-89.2	2.5
C[C@H]1CCCC(=O)CCCCCc2cc(O)cc(O)c2C(=O)O1	-11.2	-2.8
Cn1c(O)c(C=NCCN2CCOCC2)c(=O)n(C)c1=S	-12.5	0.2
O=[N+]([O-])c1cc(-n2cnnn2)c(O)c([N+](=O)[O-])c1	5.0	4.0
O=C1/C(=C\c2cccnc2)N2CCC1CC2	-13.8	6.8
COc1ccc2c(c1O)-c1cccc3c1[C@@H](C2)N(C)CC3	-13.1	24.2
Cc1cccc(NC(=O)OC2CN3CCC2CC3)c1 (centres undefined)	-8.1	3.9
C[C@](N)(CCP(=O)(O)O)C(=O)O	-2.3	-2.5
Cn1c(O)c(/C=N/N2CCOCC2)c(=O)n(-c2ccccc2)c1=S	8.7	-17.6
CCCC1(CCO)C(=O)NC(=S)NC1=O	-8.1	12.8
CCN(CC)CCCN=Cc1c(O)n(CCc2ccc(F)cc2)c(=O)[nH]c1=O	-0.8	9.3

Three entries already listed, arranged by heavy-atom count, largest number first:
SMILES	H9c2 TAG inh	H9c2 TAG inh DAPI viability
Cn1c(O)c(/C=N/N2CCOCC2)c(=O)n(-c2ccccc2)c1=S	8.7	-17.6
Cn1c(O)c(C=NCCN2CCOCC2)c(=O)n(C)c1=S	-12.5	0.2
Cc1cccc(NC(=O)OC2CN3CCC2CC3)c1 (centres undefined)	-8.1	3.9

Next part
SMILES	H9c2 TAG inh	H9c2 TAG inh DAPI viability
[Cl][Pt+2][Cl].[NH-]C1CCCCC1[NH-] (centres undefined)	1.5	-10.6
CC(C)[C@H]1C(=O)N2CCC[C@H]2[C@]2(O)O[C@](NC(=O)[C@@H]3C=C4c5cccc6[nH]cc(c56)C[C@H]4N(C)C3)(C(C)C)C(=O)N12	-6.0	9.8
CCC1([N+](=O)[O-])COP(=O)(NCc2cccnc2)OC1 (centres undefined)	-3.7	0.9
O=c1[nH]c(=O)n(-c2ccccc2F)c(O)c1C=NCCC1=CCCCC1	1.9	5.5
CC(C)(C)C1(CCO)C(=O)NC(=S)NC1=O	4.0	-15.2
O=c1[nH]c(O)c(C=NC2CCCCC2)c(=O)[nH]1	-1.4	-0.3
C[C@]1(O)CCC2C3CC[C@H]4C[C@@H](OC(=O)CNC(=O)CN)CC[C@]4(C)C3CC[C@@]21C (some centres undefined)	4.9	-1.1
CCCCN1C(=O)/C(=C\c2ccco2)C(=O)N(CCc2ccccc2)C1=O	3.2	10.0
COc1ccc(C(=O)C2CCCN(Cc3cnc(C)s3)C2)c(OC)c1 (centres undefined)	-14.2	3.5
CCOC(=O)c1cc(C(O)(C(=O)OC)C(F)(F)F)c(/N=C/N(C)C)o1 (centres undefined)	-2.2	-8.1
Cc1ncoc1C(=O)NCC1=C(c2cccc3ccccc23)C[C@@H]2CC[C@H]1N2Cc1ccco1	9.4	-2.8
COc1ccc(-n2c(O)c(C(C)=Nc3ccc4c(c3)CCC4)c(=O)[nH]c2=O)cc1	18.4	-2.6
Clc1cccc(NC2=NCCS2)c1	-12.8	8.8
CC1NCCC2(O)CCCCC12 (centres undefined)	-1.7	-13.7
CC(=NCCCO)c1c(O)n(Cc2ccccc2)c(=O)[nH]c1=O	-2.5	1.9
C[N+]1(CC2COC(c3ccco3)O2)CCCCC1 (centres undefined)	1.0	-3.0
CCOP(=S)(OCC)Oc1cc(C)oc(=O)c1	-10.9	-2.9
S=P(Nn1cnnc1)(c1ccc(Br)cc1)c1ccc(Br)cc1	5.7	-7.9
C=CCn1c(O)c(/C=N/NC(=O)c2ccncc2)c(=O)[nH]c1=O	-4.5	7.3
O=C(Nc1ccc(Cl)cc1)OC1CN2CCC1CC2 (centres undefined)	-0.4	4.1
O=c1[nH]c(=S)n(Cc2ccc(F)cc2)c(O)c1C=NCCCn1ccnc1	15.1	-8.6
Cc1cccc(NC2=NCCCS2)c1	12.3	-11.8
CCCCn1c(O)c(/C=N/N2CCOCC2)c(=O)[nH]c1=S	0.8	0.1
N#Cc1c(Cl)nc(Cl)c2c1CCN(Cc1ccccc1)C2	-0.9	-0.1
CC=CC(C)=CC(C)C(=O)CC(O)CC1CC(=O)NC(=O)C1 (centres undefined)	-22.8	9.7
Cc1ccccc1NC(=O)Cc1nc(COC(=O)Cc2ccccc2)cs1	-2.0	-2.2
COc1cc2c(cc1OC)C1[C@H]3C(=CC[C@H]1OC2O)CCN3C (some centres undefined)	-0.1	-1.8
CC(C)(C)C(O)C(Oc1ccc(Cl)cc1)n1cncn1 (centres undefined)	1.4	10.9
O=P(O)(Oc1ccccc1)OC(c1ccccc1)C(F)(F)F (centres undefined)	18.8	-10.8
CCc1n[nH]c(CCN)n1	-0.7	-5.3
CC(C)NC(C)Cc1ccc(I)cc1 (centres undefined)	-1.4	10.2
CCC1(CC)C(=O)NC(=O)N(CCc2ccccn2)C1=O	12.3	1.7
CCCCCCC(C)(C)c1ccc([C@@H]2C[C@H](O)CC[C@H]2CCCO)c(O)c1	105.6*	-33.0*
C[N+]12CCC(CC1)C(C#N)(N1CCOCC1)C2 (centres undefined)	7.7	-10.5
Cc1ccc(-n2c(O)c(C=Nc3ccc(Br)cn3)c(=O)[nH]c2=O)cc1	-1.4	5.1
O=C(Cn1cc(C(=O)c2ccccc2F)c2ccccc21)NC1CC1	4.9	0.1
COc1ccc(CN2C(=O)NC(=O)/C(=C\c3ccco3)C2=O)cc1	8.7	6.9
COC(=O)C1=C(c2ccc(OC)c(OC)c2)C[C@@H]2CC[C@H]1N2C(=O)NCc1ccco1	-12.5	-0.8
CCN(CC)C(=O)c1ccc2c(c1)C1C(Cl)C(Sc3ccccc3[N+](=O)[O-])CC1C(C(=O)O)N2 (centres undefined)	6.2	-4.8
Cc1nn(Cc2ccccc2)c(C)c1C(=O)OCC(=O)Nc1cc(S(C)(=O)=O)ccc1Cl	7.4	0.2
CC(N)C(=O)c1ccco1 (centres undefined)	-4.0	6.0
O=C1NC(=S)N(c2ccc(Br)cc2)C(=O)/C1=C/N1CCN(C(=O)c2ccco2)CC1	-8.6	6.9
CN(C)P(=S)(Nc1ccccc1)C(Cl)(Cl)Cl (centres undefined)	10.7	-9.5
O=C(c1ccccc1)c1ccccc1N=Cc1c(O)[nH]c(=O)[nH]c1=O	-0.4	-5.0
c1ccc(N2C3C4CC(C5CCCC54)C32)cc1 (centres undefined)	12.1	2.1
Cc1nc2ccccc2c(=O)n1-c1ccccc1[N+](=O)[O-]	1.8	-3.9
CN1CCN(/N=C/c2c(O)n(C)c(=O)n(C)c2=O)CC1	-3.1	5.1
O=c1[nH]c(O)c(Cc2ccc3c(c2)OCO3)c(=O)[nH]1	-11.9	0.4
NC1CC2CCCCC2CC1(O)c1ccccc1 (centres undefined)	16.5	-5.5
Cc1ccc(-c2nn(CCC#N)cc2C(=O)O)cc1C	-10.5	7.6
Cc1cccc(-n2c(-c3ccccc3)nc3ccccc3c2=O)n1	13.8	-8.9
COC(=O)C1=C(c2ccc(OCc3ccccc3)cc2)C[C@@H]2CC[C@H]1N2C(=O)NCc1ccccc1	-13.1	-3.7
Cc1c(C(c2ccc(Br)cc2)c2c(O)c3ccccc3oc2=O)c(=O)n(-c2ccccc2)n1C (centres undefined)	3.4	-7.1
CC1=C(O)C(=O)C=C2C1=CC=C1C2(C)CCC2(C)C3CC(C)(C(=O)O)CCC3(C)CCC12C (centres undefined)	104.6	-80.6
COC(=O)C1=C(c2ccc(-c3ccccc3)c(F)c2)C[C@@H]2CC[C@H]1N2C(=O)NC1Cc2ccccc2C1	36.0	8.1
CCCCC/C(=N/O)c1c(C)[nH]c2ccccc12	-6.2	-3.4
CCOc1ccc(-n2c(O)c(C=Nc3ccc(NC(C)=O)cc3)c(=O)[nH]c2=O)cc1	-4.5	4.0
CCC1CN(C)CCC1(OC(C)=O)c1ccccc1 (centres undefined)	6.9	11.9
CC12CN3CC(C)(CN(C1)P3(=O)Oc1ccccc1)C2=O (centres undefined)	-1.2	2.3
Cc1cc(Cl)ccc1C(=O)C1CCCN(C2CCSCC2)C1 (centres undefined)	-16.1	21.8

Following part
SMILES	H9c2 TAG inh	H9c2 TAG inh DAPI viability
NC(Cc1ccc(Cl)cc1)c1csc(Nc2ncccn2)n1 (centres undefined)	0.8	7.3
CN1C2CCC1CC(OC(c1ccccc1)c1ccccc1N)C2 (centres undefined)	8.5	-4.5
C[C@]12CCC3C(CC[C@H]4C[C@H](O)CC[C@]34C)C1CC(=O)[C@@H]2O (some centres undefined)	-16.4	8.8
O=C(c1ccc(N2CCCCC2)c([N+](=O)[O-])c1)N1CCC2(CC1)OCCO2	-11.0	3.1
COc1ccccc1CN1CCCC(C(=O)c2ccccc2OC)C1 (centres undefined)	-23.1	15.2
Cc1cc(N(CCCl)CCCl)ccc1/C=N/NC(=O)c1ccco1	7.4	-8.8
Cc1cc(Oc2cc(NN3CCCCC3)c([N+](=O)[O-])cc2[N+](=O)[O-])ccc1[N+](=O)[O-]	-5.0	1.6
CCC(=NCCOc1ccc(Cl)cc1)c1c(O)n(C)c(=O)n(C)c1=O	-35.2	-11.0
COC(=O)C(=O)N1CC2(C)CNCC(C)(C1)C2=O	3.6	-12.9
CC[N+]1(C)CCCC(OC(=O)C(O)(c2ccccc2)c2ccccc2)C1 (centres undefined)	13.3	-5.9
O=c1c2ccccc2nc(-c2ccco2)n1-c1ccc(Br)cn1	-5.9	-8.2
CCOc1ccc(N=Cc2c(O)n(CCc3ccc(OC)c(OC)c3)c(=O)[nH]c2=O)cc1	4.4	-0.8
CN1CCN(CCC(=O)OC2CC3CCC(C2)N3C)CC1 (centres undefined)	21.0	-14.3
Cc1ccc(P(=S)(c2ccc(C)o2)N2CCOCC2)o1	-19.8	-5.4
CS(=O)(=O)c1ccc(C2=C(CNC(=O)c3nccs3)[C@H]3CC[C@@H](C2)N3Cc2ccccc2)cc1	13.9	-8.3
C=CCn1c(O)c(C(C)=NCCc2c[nH]c3ccccc23)c(=O)[nH]c1=O	10.1	-0.9
CCOc1ccc(-c2cc(C(=O)N3CCC4(CC3)OCCO4)c3ccccc3n2)cc1	-16.3	39.4
O=C(CCl)NCC1CCCO1 (centres undefined)	15.6	-5.4
O=C(CN1CCCC1)Nc1ccc(Cl)cc1C(=O)c1ccccc1	10.0	-1.3
CCN(CC)P(=O)(/C=C(\Cl)c1ccccc1)/C=C(\Cl)c1ccccc1	0.6	-3.5
COC(=O)C1=C(c2c(C)noc2C)C[C@@H]2CC[C@H]1N2C(=O)NC1CCCCC1	-16.4	-3.9
O=C(c1ccc(CNS(=O)(=O)c2ccccc2)cc1)N1CCC2(CC1)OCCO2	-2.6	3.8
CCc1ccc(NP(=O)(Oc2ccccc2F)Oc2ccccc2F)cc1	-44.3	1.4
O=[N+]([O-])c1ccc(N2CCOCC2)c2c1no[n+]2[O-]	121.4*	135.6*
CC(C)(C)N1C(=O)NC(=O)/C(=C\c2ccc3c(c2)CCN3CCCCl)C1=O	-1.7	-0.8
O=Cc1c(C(=O)O)n(Cc2ccc(Cl)cc2)c2ccccc12	-10.5	4.5
C=CCOC(=O)COc1cc(C)cc2oc(=O)c3c(c12)CCC3	4.8	16.0
Cc1cccn2c(=O)c3c(nc12)N1CCC(Cc2ccccc2)CC1C1(C3)C(=O)N(C)C(=O)N(C)C1=O (centres undefined)	0.4	22.4
CCOC(=O)C1=C(C)c2ccccc2OC1(C(=O)OCC)c1ccccc1 (centres undefined)	-5.8	6.3

Compound activity as filed in PubChem BioAssay.

These rows are one share of the data, so the mix of outcomes need not match the whole.
